Compound activity: PubChem, several laboratories
HIV RNase H inh: blocks HIV-1 RNase H cleavage of RNA/DNA duplex; inhibition, % at 10 µM; RT-RNase H RNA/DNA duplex cleavage, fluorescence; AID 565; 65,000 compounds, 1.9% hits; in the data active means inhibition above about 50%
RmlC RmlD mix: mixture blocks RmlC and RmlD coupled enzyme activity. RmlC/RmlD coupled enzyme inhibition, 384-well mixture HTS. inhibition, % at 5.5 µM. 110,000 compounds, 0.39% hits. AID 1532; in the data active means inhibition above about 30%, passing the limit was not always enough; further: strong numbers were not always called active
* hit, by the source's call; / = no result given; & = joins results of further samples. An excerpt, so the mix of outcomes need not match the whole.

Sample of the layout (four entries):
Molecule	HIV RNase H inh	RmlC RmlD mix
N/C(CSc1nc(-c2ccccc2)c(-c2ccccc2)o1)=N\O	-63	-2
CC(=O)N1c2c(cc(Br)cc2S(=O)(=O)N2CCN(C(=O)c3ccco3)CC2)CC1C (centres undefined)	/	9
Cc1cc2nc(C)n(CCCNC(=O)Nc3cccc4ccccc34)c2cc1C	/	5
COc1cc(CNn2nnnc2N)ccc1OCC(=O)NC(C)(C)C	/	0

The listing (from the top)
Molecule	HIV RNase H inh	RmlC RmlD mix
N/C(CSc1nc(-c2ccccc2)c(-c2ccccc2)o1)=N\O	-63	-2
CC(=O)N1c2c(cc(Br)cc2S(=O)(=O)N2CCN(C(=O)c3ccco3)CC2)CC1C (centres undefined)	/	9
Cc1cc2nc(C)n(CCCNC(=O)Nc3cccc4ccccc34)c2cc1C	/	5
COc1cc(CNn2nnnc2N)ccc1OCC(=O)NC(C)(C)C	/	0
COC(=O)c1cc(NCc2c(F)cccc2Cl)ccc1N1CCOCC1	-2	-13
O=C(NC(C(=O)O)c1ccccc1)c1ccc(S(=O)(=O)N2CCOCC2)cc1 (centres undefined)	-6	-31
Cc1cccc2sc(NC(=O)C3CCCN(S(=O)(=O)c4cccc5nonc45)C3)nc12 (centres undefined)	42	-3
COc1ccc(NC2=Nc3ccccc3N3C2=Nc2c(c(C)nn2-c2ccc(C)cc2)C3c2cccnc2)cc1 (centres undefined)	/	-23
CCOc1ccc(S(=O)(=O)NCCC(=O)OCN2C(=O)c3ccccc3C2=O)cc1	-30	6
CCc1nnc(NC(=O)CSc2nnc(-c3cc4ccccc4cc3O)n2CCOC)s1	4	-9
CCN(CC)c1ccc(NC(=O)Nc2cccc(C(C)=O)c2)cc1	18	8
O=C(NC1CCCCC1)c1ccc(N2CCCC2=O)cc1	-22	-2
CCOc1ccc(NC(=O)C2CCCN(S(=O)(=O)c3c(C)nn(C)c3C)C2)cc1 (centres undefined)	0	2
Cc1ccc2cc3c(nc2c1)N(Cc1ccco1)CC3	-35	-18
CC1C2Cn3c(nc4ccccc43)C1N(C(C)C)O2 (centres undefined)	/	4
CC(C)(Oc1ccc(-c2ccco2)cc1)C(=O)O	-6	4
CCc1ccc(S(=O)(=O)NCCc2cn3ccccc3n2)s1	-29	0
COCCNC(=O)CN1c2ccccc2CC1C (centres undefined)	-10	-15
O=C(N/C=C/c1ccccc1)Nc1ccc(Cl)cc1	/	4
Cc1cc(OC(C)C(=O)N/N=C/CC(C)c2ccccc2)ccc1Cl (centres undefined)	/	6
O=C(Nc1ccc2c(c1)OCCO2)C1CCCN(c2ncccn2)C1 (centres undefined)	7	7
Cc1cnc(C(=O)OCC(=O)NC2CCCC(C)C2C)cn1 (centres undefined)	-14	/
O=C(CCCc1ccccc1)NC1CCSC1=O (centres undefined)	-8	4
CCOc1cc(C2/C(=C(\O)c3cc(C)ccc3C)C(=O)C(=O)N2CCN(C)C)ccc1O (centres undefined)	3	14
Cc1ccc(NC(=S)/C(=C(\[O-])c2ccc(C)c([N+](=O)[O-])c2)[n+]2ccccc2)cc1C	/	3
COC(=O)C1=C(C)C(c2ccc(OC)cc2OC)NC(=O)N1 (centres undefined)	-1	8
O=c1[nH]c(NCCO)nc2c1C1(CCCC1)Cc1ccccc1-2	/	25
N#CCCN1CCN(S(=O)(=O)c2ccc(C#N)cc2)CC1	-20	11
COc1ccccc1OCC(=O)Nc1ccc(C(N)=O)cc1	/	-8
Cc1cc(=O)oc2cc(OC(C)C(=O)N3CCOCC3)ccc12 (centres undefined)	/	10
O=C(/C=C/c1ccc(OCCCF)cc1)NCc1cccc(Cl)c1	/	-11
NC(=O)CN1CCOCCOCCOCCOCCOCC1	/	3
COc1cc(OC)cc(C(=O)Nc2ccccc2C(=O)N2CCCC2)c1	/	-9
CCOc1ccc(-n2c(Cc3cc(=O)[nH]c(=O)[nH]3)nnc2SCc2cccnc2)cc1	-4	/
COc1ccc(OC)c2[nH]c(=O)c(CCNC(=O)c3cc4ccccc4o3)cc12	-15	3
O=C(NCc1ccco1)c1ccc(=O)oc1	-14	9
Cc1nnc(NC(=O)Oc2ccccc2)s1	-1	2
COc1cccc(-c2nc(N3CCCCC3)c3ccccc3n2)c1O	-4	/
CCOC(=O)C1CCCN(S(=O)(=O)c2cccs2)C1 (centres undefined)	-17	8
Cc1cccc(N(C(=O)CNC(=O)c2cccs2)C(C(=O)NC2CCCC2)c2cccnc2)c1 (centres undefined)	/	-10

Some of these compounds in order of formula weight, descending.
Molecule	HIV RNase H inh	RmlC RmlD mix
Cc1ccc(NC(=S)/C(=C(\[O-])c2ccc(C)c([N+](=O)[O-])c2)[n+]2ccccc2)cc1C	/	3
O=C(/C=C/c1ccc(OCCCF)cc1)NCc1cccc(Cl)c1	/	-11
Cc1nnc(NC(=O)Oc2ccccc2)s1	-1	2

Remaining list, next part
Molecule	HIV RNase H inh	RmlC RmlD mix
CCOC(=O)C1CCN(C(=O)c2c(C)oc3c2C(=O)c2ccccc2C3=O)CC1	/	8
COc1cccc(NC(=O)C2CC(=O)OC23CCOC(C)(C)C3)c1 (centres undefined)	0	-3
Cc1cccc(C(=O)Nc2nnc(Cc3c[nH]c4ccccc34)s2)c1	/	-14
CCN(CCCNC(=O)CN(C)S(=O)(=O)c1cccc2nsnc12)c1ccccc1	-15	/
COC(=O)c1cc(O)cc(OC)c1Oc1cc(C)cc(O)c1C(=O)O	/	11
Cc1ccc(C(=O)N2CCCC2)cc1Br	/	12
CCOC(=O)c1ccc(NC(=O)CN(c2ccc(C)cc2)S(=O)(=O)c2c(C)nn(C)c2C)cc1	/	-1
COc1ccc(C(=O)NCc2ccc3c(c2)cc(C)n3C)cc1	/	0
C=C(C)COc1ccc(-c2n[nH]c(C)c2-c2ccc(Br)cc2)c(O)c1	/	4
Clc1ccc(CON/C=N/c2ncnc3sccc23)cc1	/	4
COCCCNC(=O)CC(NS(=O)(=O)c1ccc(Cl)cc1)c1ccco1 (centres undefined)	0	2
Oc1ccccc1/C=N/NC1=NCCCCC1	/	-15
Cc1ccc(-c2nnc3c4ccccc4c(C)nn23)cc1NC(=O)CN1CCOCC1	1	-9
CCc1cc2c(NCCN3CCCCC3)ncnc2s1	-8	10
Nc1nonc1-n1nncc1-c1ccccc1	-20	-11
Clc1ccc(Cl)c(-c2nn3c(Cn4cnc5ccccc54)nnc3s2)c1	-30	9
COc1cccc(-n2c(SCC(N)=O)nnc2-c2ccncc2)c1	5	-9
O=C(CCN1CCc2ccccc2C1)Nc1ccc(F)cc1	-12	21
Cc1ccccc1CSCC(=O)NC1CCCC1	/	6
COc1ccc(-c2noc(CCC(=O)N3CCN(Cc4ccccc4)CC3)n2)cc1	-26	1
CCC(C)(C)c1ccc(OCCN2C(=O)NC(C)(C)C2=O)cc1	/	-6
CCOc1ccc(N2C(=O)CSC2c2ccncc2)cc1 (centres undefined)	-5	-8
CCCc1nc2n[nH]c(N)c2c2c1CCC2	-7	6
CCCCCC(=O)Nc1ccc2oc(-c3ccncc3)nc2c1	8	-35
CC(=O)NCCc1nc2ccccc2[nH]1	-7	161
CC1CCCCC1NC(=O)COC(=O)c1ccccn1 (centres undefined)	/	-12
O=C(Cn1cnc2c(nnn2Cc2ccccc2F)c1=O)N1CCN(c2ccccc2)CC1	0	10
Cc1ccc(OCCNC(=O)C2CC(=O)N(c3ccc(C)cc3)C2)cc1 (centres undefined)	/	21
COCC(=O)Nc1c(C(=O)Nc2ccccc2OC)oc2ccccc12	-5	-11
COc1ccc(CNc2nc(NCc3ccc(OC)cc3)n(S(C)(=O)=O)n2)cc1	-25	16
O=C(CN(Cc1ccccc1F)C(=O)c1ccco1)NCc1ccc(F)cc1	-10	1
CCSc1oc(-c2ccco2)nc1S(=O)(=O)c1ccccc1	-73	-10
CCc1cc(=O)oc2cc(OC(C)C(=O)O)c(Cl)cc12 (centres undefined)	-12	15
C=CCn1c(CC#N)nnc1N1CCOCC1	0	-13
CCOc1ccccc1N(CC(=O)N1CCOCC1)S(=O)(=O)c1ccc(SC)cc1	15	4
O=C(CN1CCOCC1)N1CCN(S(=O)(=O)c2ccccc2)C1c1ccccc1 (centres undefined)	16	2
O=C(Nc1ccc(SC(F)F)cc1)c1cccc2nc3ccccc3nc12	/	8
CN1C(C(=O)Nc2ccccn2)=C(O)c2ccccc2S1(=O)=O	-19&-10	11&-14
COC(=O)[C@H]1[C@@H](C)N(Cc2ccccc2)C(=O)N[C@H]1c1ccccc1	/	8
CC(=O)OCc1cc2cc(C)ccc2[nH]c1=O	-12	-13

Exported with values under each structure: part of the list above.
Results follow in this order: HIV RNase H inh, RmlC RmlD mix
- COc1cccc(NC(=O)C2CC(=O)OC23CCOC(C)(C)C3)c1 (centres undefined)
    0, -3
- Cc1cccc(C(=O)Nc2nnc(Cc3c[nH]c4ccccc34)s2)c1
    /, -14

Next section
Molecule	HIV RNase H inh	RmlC RmlD mix
Cn1c(=N)n(CC(O)c2cccc3ccccc23)c2ccccc21 (centres undefined)	-4	-7
COC(C[C@@H](O)[C@@H](C)[C@H](O)COCc1ccccc1)OC	/	4
CCn1nnnc1SCC(=O)N(C1CCCCC1)C1CCCCC1	-8	3
C=CCSc1nc2c(c(=O)n(C)c(=O)n2C)n1CC	-4	-6
COc1ccc(CNCCC(c2ccc(OC(C)C)cc2)C(C)C)cc1OC (centres undefined)	/	7
O=C1CCCC2=C1C(c1cccs1)n1nc(SCc3ccccc3F)nc1N2 (centres undefined)	-23	3
OC(CCN1CCOCC1)(c1ccc(Cl)cc1)C1CCCCC1 (centres undefined)	-14	16
CCS(=O)(=O)N1CCC(C(=O)NCCc2ccc(OC)c(OC)c2)CC1	-2	-15
Cc1cc2c(cc(C(=O)OC(C(=O)NCc3ccco3)C(C)C)n2C)o1 (centres undefined)	-2	9
CC(=O)N(C)CC#CCN1CCCC(CO)C1 (centres undefined)	/	-8
CC(=O)N1CCN(c2ccccc2NC(=O)COc2ccc(Cl)cc2Cl)CC1	-11	2
Cn1c(=O)c(C(=O)Nc2cnccn2)c(O)c2ccccc21	-24	/
COC(=O)c1[nH]c2ccccc2c1NC(=O)CN1CCN(c2cccc(OC)c2)C(C)C1 (centres undefined)	2	17
Oc1ccccc1C1=Nc2ccccc2N=C(c2ccco2)C1	-4	21
CCSc1nc(C)cc(Oc2ccc(=O)n(C)n2)n1	-15	17
CCn1c(SCC(=O)Nc2cc(C)ccc2C)nc2c(c1=O)SC(C)C2 (centres undefined)	-16	-10
O=C(NC1=NCCS1)C1Cc2ccccc2CN1C(=O)c1ccccc1 (centres undefined)	1	-51
CN(C)CC(=O)c1c[nH]c2ccccc12	/	-8
CCN(CC)C(=O)CSc1nc2cccnc2n1-c1ccccc1OC	-8	-9
CCC(=O)Nc1ccc(NC(=O)c2ccco2)cc1	1	7
C=CCn1c(=O)c2ccccc2n2c(SCC(=O)/C(C#N)=C(\C)N)nnc12	-9	1
CC1CCc2c(nc3ncnn3c2N2CC(C)OC(C)C2)C1 (centres undefined)	2	-7
CC1(C)CC(=O)C(C=Nc2ccccc2)=C(O)C1	6	-5
Cn1c(CCNC(=O)c2ccco2)nc2cc(NC(=O)C3CCCCC3)ccc21	-4	5
CCCc1nnc(NC(=O)c2cc3ccccc3oc2=O)s1	/	-9
Cc1cnc(Sc2ncccc2[N+](=O)[O-])nc1	/	8
O=C(CC1(C(F)(F)F)OCCO1)Nc1ccc2c(c1)OCO2	2	-15
Cc1ccc2nc(N/N=C/c3ccccc3C#N)nc(-c3ccccc3)c2c1	/	12
CCSc1nnc(Nc2ccccc2)s1	-27	-16
CCOc1ccccc1CNc1ccc(N2CCOCC2)c(C(=O)O)c1	2	102
Cc1cc(C)nc(N/N=C/C(Cl)=C/c2ccccc2)n1	/	-6
Cc1cccc(OCCn2c(CCCO)nc3ccccc32)c1	-10	-4
CCc1cc(Cl)c(OC)c(C(=O)NC[C@@H]2CCCN2CC)c1O	/	9
O=C(COc1ccc2ccccc2c1Br)Nn1cnnc1	-13	2
CC(=O)OCC(OC(C)=O)C(OC(C)=O)C(OC(C)=O)C(=O)Nc1ccc(C)cc1 (centres undefined)	-7	5
O=C(CCCl)Nc1cc(SCCO)cc([N+](=O)[O-])c1	/	-6
Cc1cc(NC(=O)c2ccc(NC(=O)c3cccs3)cc2)no1	2	8
O=C(NC(Cc1ccccc1)C(=O)O)/C(=C\c1ccc(F)cc1)NC(=O)c1ccccc1 (centres undefined)	/	-7
COC(=O)C1=C(N)Oc2cc(C)oc(=O)c2C1c1ccncc1 (centres undefined)	-4	/
COc1cc(NC(=O)Nc2ccccc2OC)c(OC)cc1NC(=O)CN1CCCCC1	-17	/
Cc1nc(N2CCCC2)c2ccsc2n1	-18	-7
Cc1cc2c(cc1C)C(=O)NC(C)(C)C2	-9	-13
COC(=O)c1nc2n(n1)C(c1cccc(Cl)c1)C1=C(CCCC1=O)N2 (centres undefined)	-4	-12
